Assay outcomes from PubChem BioAssay.
S3 lipid droplet – qHTS Assay for Lipid Storage Modulators in Drosophila S3 Cells. Drosophila S3 cells, BODIPY lipid droplet fluorescence, 18-24 h; cells fed with added oleic acid. lipid storage change, negative = inhibition, % at the top dose, mostly 46.1 µM; hits show Potency in µM. 320,000 tested, 0.64% active; active = well fitted inhibition curve with a large enough effect in the signal ratio, with a control signal flat, not every such curve was filed as active; inconclusive = small, poorly fitted or top-dose-only effect, or effect the other way, or a change in a side signal; the % refers to the signal ratio
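Laser-scanning cytometry quantifies lipid droplet accumulation (500–530 nm total intensity; droplet/cell object ratio) in oleic acid-fed (400 uM added) Drosophila S3 cells treated with a concentration series. 20 uM Triacsin C defined 100% inhibition.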
S3 lipid droplet cell count max – also measured in S3 lipid droplet; calls as there; cell number change, %; measured here: cell count max response;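 cells counted by Cell Tracker Red CMTPX staining in the red channel; peak over a dose series mostly up to 46.1 µM; percent activity relative to internal control wells on each plate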
* hit, by the source's call; i = inactive; ? = inconclusive; . = no result given; [ ] = remark or other dose. % is set by controls: 0 for no effect and ±100 for the full control effect; potency is the fitted concentration of half-maximal effect.

S3 lipid droplet	S3 lipid droplet cell count max	Molecule
?	.	CCOC(=O)N1CCN(S(=O)(=O)c2cccc3cccnc23)CC1
?	.	Cn1c(SCC(=O)c2ccccc2)nnc1-c1ccncc1
-18%	-1	CCn1nc(C)cc1C(=O)N1CCCC(Nc2ccc(F)c(F)c2)C1 (stereo not given)
-4%	17	CN(C)CCNc1nc(S(=O)(=O)c2ccccc2)c(Cl)s1
?	.	Fc1ccccc1/C=N/NC(=S)Nc1ccc(Cl)cc1Cl
?	.	Cc1cc(N2CCOCC2)nc2ccc(NC(=S)N3CCN(c4ccccc4)CC3)cc12
?	.	COc1ccc(C(=O)NCCS(=O)(=O)N2CCCCCC2)cc1
?	.	COc1ccc(CC(=O)NCCS(=O)(=O)N2CCN(c3ccc(F)cc3)CC2)cc1OC
0%	-1	N#Cc1ccc(COC(=O)CSc2nnc(N)s2)cc1
8%	9	Cc1c(S(=O)(=O)N(C)C2CCCCC2)c(=O)n(C)c(=O)n1C
?	.	CCN(c1cccc(C)c1)S(=O)(=O)c1ccc2[nH]c(=O)c(=O)[nH]c2c1
17%	3	CC1(C)Cc2nc3sc4c(=O)n(CC(=O)NCc5ccco5)cnc4c3cc2CO1
?	.	COc1ccccc1NC(=O)CN1CCN(CC(=O)Nc2ccc3c(c2)OCCO3)CC1
?	.	CC(C)[C@H](NC(N)=O)C(=O)NCCc1ccc(Cl)cc1Cl
2%	0	Cc1[nH]c(C)c2c(=O)n(Cc3ccc(Cl)cc3)ncc12
9%	5	CCOC(=O)c1cc(C)nc(SC)c1C#N
25%	-10	COc1ccc(CC(=O)N/N=C/c2sccc2C)cc1
?	.	S=C(Nc1ccc(OCc2ccccc2)cc1)Nc1cccc(Cl)c1Cl
?	.	Cc1oc(-c2ccccc2)nc1CS(=O)CC(=O)O (stereo not given)
?	.	COC(=O)Cn1c(C)nc([N+](=O)[O-])c1Br
4%	-1	Cc1cnc(CN(C)C(=O)CC2C(=O)NCCN2CCCc2ccccc2)[nH]1 (stereo not given)
?	.	COc1ccc(C(O)(CCC(C)C)C(CN2CCOCC2)c2ccccc2)cc1 (stereo not given)
i	-15	COc1cc(OC)nc(NC(=O)CSc2nc3ccccc3[nH]2)n1
?	.	Cc1cc(O)ccc1Nc1nc(-c2cccs2)cs1
9%	16	C=CCNc1ccc(N2C(=O)CCCC2=O)cc1[N+](=O)[O-]
10%	-17	Cc1ccc(S(=O)(=O)NCc2ccccc2)cc1C(=O)N1CCN(c2ccccc2)CC1
?	.	CCCc1nc(SCC(=O)NC2CCCC2)c2ccccc2n1
?	.	Cc1cc(S(=O)(=O)N2CCCCC2)ccc1OCC(=O)Nc1ccccc1
-9%[0.0737 µM]	17	Cc1ccc(C(=O)NCCC2=CCCCC2)cc1S(=O)(=O)N1CCOCC1
?	.	CCOc1cccc2cc(C(=O)NCc3ccccc3Cl)c(=O)oc12
?	.	CC1(C)CCC(=O)N2CC[C@H]3C[C@H](OC(=O)Nc4ccc(Br)cc4)C[C@@H]1[C@H]32
?	.	O=C(CCc1ccccc1)Nc1ccc2c(c1)OCCO2
?	.	CCOc1ccc(NC(=O)COC(=O)CCS(=O)(=O)c2ccc(C)cc2)cc1
-22%	-12	O=c1c2c3c(sc2nc(NCCO)n1CCc1ccccc1)CCCCC3
2%	5	CN(CCC1CCOCC1)Cc1cn[nH]c1-c1ccc(-c2ccccc2)cc1
?	.	Cc1noc(C(=O)NCC2CCCO2)c1Cl (stereo not given)
-9%	3	CCCCCC1CCC(C(=O)O)CC1 (stereo not given)
?	.	CCCNC(=O)Cc1c(O)c2ccccc2[nH]c1=O
?	.	COc1ccc2c(c1)CCC/C2=N/OC(=O)c1ccccc1OC
?	.	Cc1ccn2c(C(=O)N/N=C/c3ccc(Cl)cc3)c(C)nc2c1
?	.	COc1cc(OC)cc(C(=O)N[C@H](C(=O)Nc2nc(-c3ccc(F)c(F)c3)cs2)C(C)C)c1
-3%	-2	Cc1ccc(-n2nc(C)cc2Nc2ncc(Cl)cc2Cl)cc1
i	16	CC(C)(C)c1cc(NC(=O)CSc2nnc(N)s2)n(-c2ccccc2)n1
?	.	Cc1cc(N2CCCC(C(=O)Nc3ccc4c(c3)CCC4)C2)n2ncnc2n1 (stereo not given)
?	.	CC1CCN(C(=O)CSc2nnc(-c3cccnc3)n2C2CCCCC2)CC1

One compound at a time, as listed above. Screens in order: S3 lipid droplet, S3 lipid droplet cell count max
Cc1noc(C(=O)NCC2CCCO2)c1Cl (stereo not given) is listed as ?, .
COc1ccc(CC(=O)NCCS(=O)(=O)N2CCN(c3ccc(F)cc3)CC2)cc1OC is listed as ?, .

More records:
S3 lipid droplet	S3 lipid droplet cell count max	Molecule
i	25	Cc1ccc(OCCNC(=O)c2ccccc2O)cc1
2%	6	COc1ccc(/C=C(\NC(=O)c2ccc(C)cc2)C(=O)NCC2CCCO2)cc1 (stereo not given)
?	.	CN1N=C(/C=C/c2ccccc2)CCC1=O
?	.	O=S(=O)(NC1C2CC3CC(C2)CC1C3)c1ccccc1 (stereo not given)
-10%	-14	O=C(CCSc1ccc(F)cc1)Nc1ccc(-n2cnnn2)cc1
20%	2	O=C(CC1SCCNC1=O)Nc1ccc(F)c(Cl)c1 (stereo not given)
?	.	COc1ccc(/C=C/C(=O)Nc2cc(C)nn2-c2nc3ccccc3[nH]2)cc1
?	.	CCCOc1ccc(CN(C)c2ncnc(N)n2)cc1
?	.	CC(C(=O)Nc1ccccc1)N1CCN(c2ccccn2)CC1 (stereo not given)
3%	15	CC1=NNC(=O)C1CC(=O)N/N=C/c1ccncc1 (stereo not given)
?	.	CCC(CC)C(=O)OCC(=O)Nc1ccc(S(=O)(=O)N2CCOCC2)cc1OC
?	.	COc1ccccc1N1CCN(C(=O)CN(c2ccc(C)c(C)c2)S(C)(=O)=O)CC1
-17%	13	O=C(Nc1nnc(S(=O)(=O)N2CCOCC2)s1)c1ccc(F)cc1
?	.	CCN1C(=NCCc2cccs2)N[C@@H](c2cccs2)C(C(=O)OC)=C1C
?	.	O=C(Nc1ccccc1)Nc1ccccc1-n1ccnc1
?	.	CCOC(=O)Cc1csc(NC(NC(=O)OCC)(C(F)(F)F)C(F)(F)F)n1
i	-15	CCc1nc(=O)c(-c2ccccc2)c(C)n1-c1ccccc1
9%	11	CCC1CCCCN1C(=O)CCn1ccnc1 (stereo not given)
-8%	0	COc1ccc(C)cc1S(=O)(=O)N(CC(=O)Nc1cc([N+](=O)[O-])ccc1C)c1ccc(C)c(C)c1
?	.	COC(=O)c1cccc(OC(N)=O)c1
?	.	COc1ccc(Nc2cc(Cl)nc(N)n2)cc1OC
?	.	CC1(C)CC(=O)C2=C(C1)OC(/N=C/N1CCOCC1)=C(C#N)C2c1ccccc1 (stereo not given)
5%	-9	Cc1ccc(NC2c3ncccc3C(=O)N2C2CCCCC2)cc1 (stereo not given)
?	.	O=S(=O)(Nc1ccc(N2CCOCC2)cc1)c1ccc(F)cc1F
i	-7	CNc1c(NC(=O)c2ccc3c(c2)OCO3)c(=O)oc2ccccc12
-45%	9	CCN(CC(=O)NCc1ccc(Cl)cc1)C(=O)COc1ccc(C)cc1C
?	.	Cc1nnc(SCC(=O)NC(=O)NCc2ccco2)s1
?	.	O=C(COc1ncnc2scc(-c3ccccc3)c12)NC1CCCc2ccccc21 (stereo not given)
18%	3	CCCNC(=O)N1CCCC(C(=O)c2cccc(Cl)c2)C1 (stereo not given)
?	.	c1cnc2nc(CSc3ncn[nH]3)cn2c1
?	.	O=C(CCc1ccccc1)Nc1cccc(NC(=O)CCc2ccccc2)c1
5%	13	COc1ccc(CCNC(=O)Cn2cnc3c2c(=O)n(C)c(=O)n3C)cc1OC
?	.	CC1CCN(S(=O)(=O)c2ccc(NC(=O)Cc3ccccc3)cc2)CC1
?	.	CC1CCCCN1C(=O)CSc1nc2cc3c(cc2c(=O)n1Cc1ccc2c(c1)OCO2)OCO3 (stereo not given)
?	.	O=C(CNc1cccc(Cl)c1)c1ccc(Br)cc1
?	.	O=C(C1CCC1)N1CCc2cc(S(=O)(=O)NCc3ccco3)ccc21
10%	1	CN1CCN(c2ccccc2/C=C2/C(=O)Nc3ccccc32)CC1
?	.	CCCCNC(=O)CCc1c(C)nc2c(c(C)nn2-c2ccccc2)c1C
?	.	COc1ccc(C(C)=O)cc1CSC(=N)N
?	.	O=C(CN1C(=O)NC2(CCCC2)C1=O)Nc1ccc(S(=O)(=O)N2CCOCC2)cc1
-15%	3	O=C(c1cccs1)N1CCN(Cc2cn[nH]c2-c2ccc(F)cc2F)CC1
?	.	Cc1ccc(OCCOCCNC(C)(C)C)c([N+](=O)[O-])c1
-7%	-2	Cc1ccc(NC(=O)CCN2C(=O)NC3(CCCC3)C2=O)c(C)c1
-2%	4	C=CCn1c(N)cc(=O)nc1SC(C)C(=O)Nc1cccc2ccccc12 (stereo not given)
?	.	CNc1nc(-c2c[nH]c3ccccc23)cs1
i	-12	COc1ccc(N(CC(=O)NCc2ccc(F)cc2)C(=O)Cn2nnc(-c3ccc(C)o3)n2)cc1OC
?	.	CN1C(=O)c2ccc(C(=O)NC3CCCCC3)cc2C1=O
?	.	Cc1cc(NC(=O)CSCC(=O)OCC(=O)c2cccc(Br)c2)no1
8%	-6	CCC(=O)Nc1ccc(N2CCN(Cc3ccccc3F)CC2)cc1
?	.	Cc1ccc(/C=C2/SC(=S)N(CCC(=O)NCCCN3CCOCC3)C2=O)cc1
?	.	N#Cc1ccc(OCCOCCNC2CCCC2)cc1
?	.	CCCCN1C(C)=CC(=C2C(=O)c3ccccc3C2=O)C=C1C
?	.	COC(=O)c1cc(NC(=O)Nc2cccc(Cl)c2)ccc1Cl
4%	2	COc1ccc(S(=O)(=O)NCC2CCC(C(=O)N3CCC4(CC3)OCCO4)CC2)cc1 (stereo not given)
?	.	CCCn1c(SCC(N)=O)nnc1-c1ccco1
2%	9	CC(=O)c1ccc(-n2c(C)c(C(C)=O)c3cc(O)ccc32)cc1
4%	-2	O=C(O)CCC(=O)NCCn1c(-c2ccccc2)csc1=Nc1ccccc1
?	.	CS(=O)(=O)N1CCC(C(=O)Nc2cccc(C(F)(F)F)c2)CC1
?	.	COc1ccc(C(C)=O)cc1COc1cc(C)c(Cl)c(C)c1
?	.	Cn1c(=O)cc2c3c(c(N4CCCCC4)ccc31)C(=O)c1ccccc1-2

15 of the compounds above, in CSV form.
mol,S3 lipid droplet,S3 lipid droplet cell count max
CCOC(=O)N1CCN(S(=O)(=O)c2cccc3cccnc23)CC1,?,.
Cn1c(SCC(=O)c2ccccc2)nnc1-c1ccncc1,?,.
CCn1nc(C)cc1C(=O)N1CCCC(Nc2ccc(F)c(F)c2)C1 (stereo not given),-18%,-1
CN(C)CCNc1nc(S(=O)(=O)c2ccccc2)c(Cl)s1,-4%,17
Fc1ccccc1/C=N/NC(=S)Nc1ccc(Cl)cc1Cl,?,.
Cc1cc(N2CCOCC2)nc2ccc(NC(=S)N3CCN(c4ccccc4)CC3)cc12,?,.
COc1ccc(C(=O)NCCS(=O)(=O)N2CCCCCC2)cc1,?,.
COc1ccc(CC(=O)NCCS(=O)(=O)N2CCN(c3ccc(F)cc3)CC2)cc1OC,?,.
N#Cc1ccc(COC(=O)CSc2nnc(N)s2)cc1,0%,-1
Cc1c(S(=O)(=O)N(C)C2CCCCC2)c(=O)n(C)c(=O)n1C,8%,9
CCN(c1cccc(C)c1)S(=O)(=O)c1ccc2[nH]c(=O)c(=O)[nH]c2c1,?,.
CC1(C)Cc2nc3sc4c(=O)n(CC(=O)NCc5ccco5)cnc4c3cc2CO1,17%,3
COc1ccccc1NC(=O)CN1CCN(CC(=O)Nc2ccc3c(c2)OCCO3)CC1,?,.
CC(C)[C@H](NC(N)=O)C(=O)NCCc1ccc(Cl)cc1Cl,?,.
Cc1[nH]c(C)c2c(=O)n(Cc3ccc(Cl)cc3)ncc12,2%,0

(listing goes on)
S3 lipid droplet	S3 lipid droplet cell count max	Molecule
?	.	O=C(CSc1nnnn1C1CCCCC1)NCc1ccc2c(c1)OCO2
?	.	COc1cc(OC)c(S(=O)(=O)N2CCN(C(=O)c3ccco3)CC2)cc1NC(C)=O
-3%	-9	Cc1cc(C(=O)NC2CCCC2)on1
i	-28	CCOc1ccc(-c2onc(C(F)(F)F)c2-c2cscn2)c(O)c1
?	.	COCCCNc1nc(N)c([N+](=O)[O-])c(NC2CCCCC2)n1
10%	-11	Clc1ccc(-n2ncc3c(NCc4cccs4)ncnc32)cc1
i	19	O=C(Nc1c2c(nn1-c1ccc(F)cc1)CS(=O)(=O)C2)c1ccc(Br)o1
-1%	8	CCOC1Cc2ccccc2N(C(N)=O)c2ccccc21 (stereo not given)
0%	-11	COCCN(C(=O)c1ccc(N2CCCC2=O)cc1)c1c(N)n(Cc2ccccc2)c(=O)[nH]c1=O
-3%	-6	CCOC(=O)N1CCc2c(sc(NC(=O)Cc3ccccc3)c2C(=O)c2ccc(OC)cc2)C1
-2%	-17	COc1cc2c(cc1OC)C1(CCCC1)C(N)=C2C#N
?	.	N#CCN=C(c1ccccc1)c1ccccc1
i	12	CCCCCn1c(SCCC(C)C)nc2c1c(=O)[nH]c(=O)n2C
21%	.	CCOc1ccccc1N1CC(C(=O)Nc2cc(Cl)ccc2-n2cncn2)CC1=O (stereo not given)
?	.	O=C(c1ccco1)N1CCCC(c2nc3c(nnn3Cc3cccc(Cl)c3)c(=O)[nH]2)C1 (stereo not given)
16%	4	O=C(O)/C=C\C(=O)NCc1ccccc1
4%	10	COc1ccc(CCNC(=O)C2CCCN(c3ncccn3)C2)cc1 (stereo not given)

Only part of the results is shown; count on the stated rates, not on these rows.
